# Compound activity from PubChem.
# RAD54 branch: inhibitors of human RAD54 branch migration; Q92698; RAD54 Holliday junction branch migration, FAM/BHQ fluorescence; inhibition, % at 10.4 µM; actives 0.14% (n = 360,000); AID 602329;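 active means mean normalized replicate activity at least 40 and at least half of replicates scoring 40 or more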;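 further: 0% = median of neutral control wells and 100% = median of positive control wells; inhibitors cause a drop in the FAM fluorescence signal; in these data hits start at about 50%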
# FN deposit inh: fibronectin deposition inhibition; actives 0.086% (n = 350,000); AH1F fibroblasts, Alexa488-fibronectin deposition fluorescence, overnight; inhibition, % at 12.6 µM;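 active means mean inhibition across replicates of 30% or more, regardless of how many single replicates reach that level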;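 further: positive control wells lacked labelled fibronectin entirely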
#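 Assay system: AH1F fibroblasts / Quantity: 10000 cells per well / Medium: DMEM plus 2% serum, read in PBS / Reagent: labelled fibronectin 24 nM / Dosing: single dose, pinned / Times: 1 h cell attachment, overnight exposure to compound and label / Signal: fluorescence, ex 485 nm, em 525 nm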
# esBAF inh: inhibitors of esBAF chromatin remodeling in mouse ES cells; Bmi1-luciferase knock-in reporter, 24 h; 100% = twice the neutral-well signal; reporter increase, % at 12.5 µM; actives 2% (n = 350,000); AID 602393; in the data active means activation above about 40%;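 further: 0% = median of the plate's neutral control wells and 100% = double that signal; a rise in the Bmi1 reporter signal indicates esBAF inhibition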
# E-selectin induc: E-selectin induction on HUVECs | HUVEC E-selectin immunofluorescence imaging; normalized: neutral wells 0, TNF-alpha wells 100 | P16581 | actives 0.37% (n = 260,000) | activation, % at 7.58 µM;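 active means mean E-selectin-positive cell signal at least 10% of the positive control, reached in at least 60% of replicates, without over 20% cell loss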;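 further: in these data hits start at about 27%; measured in HUVEC primary endothelial cells; signal is the percent of cells scored E-selectin positive by PE staining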
# Target sequence (P16581 whole entry, looked up): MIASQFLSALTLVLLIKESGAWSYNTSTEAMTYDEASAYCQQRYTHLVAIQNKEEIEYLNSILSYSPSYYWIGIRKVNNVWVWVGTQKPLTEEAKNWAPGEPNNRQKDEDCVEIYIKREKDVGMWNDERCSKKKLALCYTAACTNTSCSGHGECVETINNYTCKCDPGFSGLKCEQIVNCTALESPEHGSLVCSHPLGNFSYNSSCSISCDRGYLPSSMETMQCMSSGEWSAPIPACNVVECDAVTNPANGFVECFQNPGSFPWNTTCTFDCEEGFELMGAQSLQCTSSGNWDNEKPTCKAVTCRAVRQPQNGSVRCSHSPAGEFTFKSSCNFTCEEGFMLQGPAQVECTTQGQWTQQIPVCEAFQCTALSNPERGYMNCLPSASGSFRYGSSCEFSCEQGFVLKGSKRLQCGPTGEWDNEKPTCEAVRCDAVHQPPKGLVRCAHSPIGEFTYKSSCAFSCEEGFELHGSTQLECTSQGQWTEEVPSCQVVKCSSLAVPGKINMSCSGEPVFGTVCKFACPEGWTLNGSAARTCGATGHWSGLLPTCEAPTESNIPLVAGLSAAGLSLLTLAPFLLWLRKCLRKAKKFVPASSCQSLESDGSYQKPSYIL
#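 Read-out: % PE-positive cells | Test system: HUVEC | Doses: One compound dose added by pin transfer | Buffer or medium: EGM-2 over gelatin coat | Signal: Immunofluorescence imaging | Benchmarks: TNF-alpha, DMSO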
# S100A4 inh HTS: S100A4-myosin IIA interaction inhibition. P26447. S100A4/TAMRA-MyoIIA peptide fluorescence polarization. inhibition, % at 10.7 µM. actives 0.14% (n = 360,000);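 active means mean inhibition of at least 70% across replicates, with every replicate also reaching that level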
#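 assay system = human S100A4 monomer with TAMRA-labelled myosin IIA peptide | also added = labelled myosin peptide probe, 5 nM | incubation = 5 min between mix addition and reading | control set = DMSO and TFP controls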
# Xi reactivation: activators of X-chromosome reactivation in mouse fibroblasts | XiGFP mouse fibroblasts, % GFP-positive cells imaging, 3 d; cells co-treated with 5-aza-dC sensitizer; scaled so ellipticine positive control = 100% | activation, % at 7.58 µM | actives 0.055% (n = 360,000) | AID 743238;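 active means mean normalized replicate activation at least 10% and every replicate at or above 10%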;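 further: 0% = median of on-plate neutral control wells and 100% = ellipticine 6 µM median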
#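 Assay system – SV40-immortalized XiGFP fibroblast cells, line 68-5-11 · Buffer or medium – DMEM supplemented with 5-aza-dC as sensitizing agent · Dosing – one concentration, pinned · Benchmarks – positive control ellipticine, 6 µM final · Times – 3 days compound exposure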
# RAD52 anneal inh: blocks human RAD52 DNA annealing. P43351. recombinant RAD52 DNA annealing, FRET fluorescence. actives 0.46% (n = 360,000). inhibition, % at 18.7 µM;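 active means every replicate showing at least 50% inhibition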
# Target sequence (P43351 whole entry, looked up): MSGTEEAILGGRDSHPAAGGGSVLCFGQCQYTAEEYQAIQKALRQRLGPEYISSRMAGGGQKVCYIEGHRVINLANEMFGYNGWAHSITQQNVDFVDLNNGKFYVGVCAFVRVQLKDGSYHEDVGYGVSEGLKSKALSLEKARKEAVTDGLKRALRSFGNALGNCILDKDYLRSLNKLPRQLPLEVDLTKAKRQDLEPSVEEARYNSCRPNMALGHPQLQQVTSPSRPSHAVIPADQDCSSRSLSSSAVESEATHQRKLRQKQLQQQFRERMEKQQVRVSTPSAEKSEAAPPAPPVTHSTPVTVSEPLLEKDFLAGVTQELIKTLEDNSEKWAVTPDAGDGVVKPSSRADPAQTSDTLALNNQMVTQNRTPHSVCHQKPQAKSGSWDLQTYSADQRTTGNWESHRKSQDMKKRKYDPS
# EWS-Fli block: inhibitors of EWS/Fli oncoprotein transcriptional activity | A673 NR0B1-luciferase reporter, viability-normalised | inhibition, % at 12.6 µM | actives 0.67% (n = 350,000);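 active means mean inhibition of at least 50% after viability correction, with every replicate also passing that limit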;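 further: firefly luciferase signal divided by Alamar Blue viability fluorescence both relative to DMSO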
# * = called active by the depositor; . = not tested or not shown.
# Preview, two compounds:
SMILES,RAD54 branch,FN deposit inh,esBAF inh,E-selectin induc,S100A4 inh HTS,Xi reactivation,RAD52 anneal inh,EWS-Fli block
CN1C(=O)c2cc(NS(C)(=O)=O)ccc2OC[C@H]2O[C@@H](CC(=O)O)CC[C@H]21,-1,2,-1,0.1,3,0.2,10,4
COc1ccc(OC)c(NC(=O)CSc2nnnn2C2CCCC2)c1,-4,-2,-3,.,32,0.0,-13,8

# This part in full (from the top)
SMILES,RAD54 branch,FN deposit inh,esBAF inh,E-selectin induc,S100A4 inh HTS,Xi reactivation,RAD52 anneal inh,EWS-Fli block
CN1C(=O)c2cc(NS(C)(=O)=O)ccc2OC[C@H]2O[C@@H](CC(=O)O)CC[C@H]21,-1,2,-1,0.1,3,0.2,10,4
COc1ccc(OC)c(NC(=O)CSc2nnnn2C2CCCC2)c1,-4,-2,-3,.,32,0.0,-13,8
COc1ccc(OC)c(NC(=O)CSc2nc(-c3ccccc3)cc(=O)[nH]2)c1,-11,2,12,.,-3,-0.1,12,12
Cn1c(C(=O)N2CCC(C(N)=O)CC2)cc2c(=O)n(C)c3ccccc3c21,-5,-1,-1,.,1,0.3,-13,-17
CCOc1ccc(-c2cccc(NC(=O)c3ccco3)c2)nn1,-7,5,2,1.7,-2,0.1,-8,-11
O=C(CSc1ncnc2c1oc1ccccc12)NC1CCCC1,-8,2,10,2.4,5,0.4,-3,1
O=c1[nH]c(CSc2ncnc3sc(-c4ccccc4)cc23)nc2ccccc12,-11,-1,7,-0.6,-3,4.3,-37,4
O=C(COC(=O)c1cc(=O)[nH]c2ccccc12)NC1CCCCCCC1,.,-2,.,0.2,18,0.1,-16,7
COCCn1c(SCC(=O)NCC(c2ccccc2)N(C)C)nc2sc3c(c2c1=O)CCC3 (configuration not stated),7,13,2,.,-9,-0.1,-2,-2
CCCNC(=O)C1(C)CCN(Cc2ccc3ccccc3c2Br)C1 (configuration not stated),-6,7,-43,-0.1,7,0.0,-11,14
COc1ccc(CNC(=O)c2[nH]c(C(F)(F)F)nc2-c2ccccc2)cc1,-2,5,2,.,-2,0.2,-10,1
CCOc1ccc(CCN2C(=O)C(=O)N([C@@H](CC(C)C)CN3CCC[C@H]3CN3C(=O)C(=O)NC[C@@H]3Cc3ccc(O)cc3)C[C@@H]2Cc2ccccc2)cc1,.,-19,.,0.2,-2,0.1,-4,11
C[C@@H]1CCCCO[C@H](CN(C)C(=O)c2ccncc2)[C@@H](C)CN([C@@H](C)CO)C(=O)c2cc(NC(=O)C3CCCCC3)ccc2O1,-4,.,1,-0.1,2,3.7,4,-2
CC(C)N1CCCC(C)(C(=O)Nc2nc3ccccc3n2C)C1 (configuration not stated),-3,1,-4,0.5,0,0.5,1,5
COc1cc(/C=C2\SC(=S)N(CC(=O)NC(C)(C)C)C2=O)cc(OC)c1OC,.,4,7,1.3,-1,0.0,-44,9
CCOc1ccc(S(=O)(=O)N2CCCCC2)cc1NC(=O)C1COc2ccccc2O1 (configuration not stated),4,1,0,.,0,0.2,-20,6
Cc1onc(-c2ccccc2)c1C(=O)OCC(=O)Nc1ccc(C#N)cc1,-13,1,-11,-0.5,-7,1.2,0,2
C[C@@H]1CN([C@@H](C)CO)C(=O)c2cccc(NC(=O)c3nc4ccccc4s3)c2O[C@H]1CN(C)Cc1ccc(C(F)(F)F)cc1,1,-1,2,0.9,-34,0.7,14,8
O=C(NCc1ccccc1)C1(CC2CC(c3ccccc3)=NO2)CCNCC1 (configuration not stated),-6,-6,0,-0.2,-3,0.0,-11,16
C[C@H]1CN([C@@H](C)CO)C(=O)c2cccc(NS(=O)(=O)c3cccs3)c2O[C@H]1CN(C)CC1CC1,-2,.,-3,0.6,5,0.2,-2,6
CC(=O)OCC1=C(C(=O)O)N2C(=O)C(NC(=O)Cn3nc(C(F)F)c(Cl)c3C)C2SC1 (configuration not stated),-13,6,-2,.,2,0.0,-19,16
CCCNC(=O)Nc1ccc2c(c1)OC[C@@H](C)N(C(=O)C1CC1)C[C@@H](C)[C@@H](OC)CN(C)C2=O,-5,1,-5,-0.3,14,-0.6,20,-7
COc1ccc(OC)c(NC(=O)CSc2ccc3nnc(-c4cccnc4)n3n2)c1,13,.,-7,.,2,-0.1,-28,9
COc1ccc(CSCCc2n[nH]c(=S)n2-c2ccccc2)cc1,.,.,.,.,-2,0.0,-5,1
COC(=O)c1ccc(/C=N/NC(=O)CCSc2nc3ccccc3s2)cc1,.,5,.,.,-4,0.2,-19,15

# Rewritten with bars between the fields: part of the list above.
Structure | RAD54 branch | FN deposit inh | esBAF inh | E-selectin induc | S100A4 inh HTS | Xi reactivation | RAD52 anneal inh | EWS-Fli block
CC(=O)OCC1=C(C(=O)O)N2C(=O)C(NC(=O)Cn3nc(C(F)F)c(Cl)c3C)C2SC1 (configuration not stated) | -13 | 6 | -2 | . | 2 | 0.0 | -19 | 16
CCOc1ccc(S(=O)(=O)N2CCCCC2)cc1NC(=O)C1COc2ccccc2O1 (configuration not stated) | 4 | 1 | 0 | . | 0 | 0.2 | -20 | 6
COc1ccc(OC)c(NC(=O)CSc2nnnn2C2CCCC2)c1 | -4 | -2 | -3 | . | 32 | 0.0 | -13 | 8
CCOc1ccc(CCN2C(=O)C(=O)N([C@@H](CC(C)C)CN3CCC[C@H]3CN3C(=O)C(=O)NC[C@@H]3Cc3ccc(O)cc3)C[C@@H]2Cc2ccccc2)cc1 | . | -19 | . | 0.2 | -2 | 0.1 | -4 | 11

# Next compounds:
SMILES,RAD54 branch,FN deposit inh,esBAF inh,E-selectin induc,S100A4 inh HTS,Xi reactivation,RAD52 anneal inh,EWS-Fli block
Cc1cccnc1NC(=O)c1ccc(NS(=O)(=O)c2ccc3[nH]c(=O)[nH]c3c2)cc1,2,6,-5,.,-3,0.1,-7,0
CCOCCCNS(=O)(=O)c1ccc(NC(=O)c2ccccc2)cc1,-5,.,15,.,-3,.,-7,3
CCc1c(C(=O)N/N=C/c2ccc(OCc3ccc(F)cc3)c(OC)c2)nnn1-c1nonc1N,0,5,31,.,-6,0.1,-6,-43
COc1cc(NC(C)CCCN)c2ncccc2c1 (configuration not stated),27,11,-11,0.1,19,0.2,84*,8
C[C@@H]1CN([C@@H](C)CO)C(=O)c2cccc(NC(=O)NC3CCCCC3)c2O[C@@H]1CN(C)S(C)(=O)=O,6,.,2,.,-1,-0.2,4,1
CN1[C@@H]2c3ccc(-c4ccccc4)c(=O)n3C[C@H]1[C@H](CO)[C@H]2C(=O)NCC1CCCCC1,5,.,-4,0.3,-7,0.1,12,-7
Cc1cc(=O)[nH]c(SCC(=O)NCCOc2ccccc2)n1,2,.,-6,.,1,.,3,6
CO[C@H]1CN(C)C(=O)c2cc(NC(=O)c3ccc(F)cc3)ccc2OC[C@H](C)N(C(=O)c2ccc(F)cc2)C[C@H]1C,8,-7,5,0.0,4,0.0,-4,13
CN1c2ccc(C#Cc3ccccc3F)cc2[C@H]2[C@H](CCN2C(=O)c2cnccn2)[C@H]1CO,7,-9,5,0.0,-10,0.3,-19,-5
Cc1ccccc1NC(=O)Nc1nnc(Cc2ccc([N+](=O)[O-])cc2)s1,0,2,-4,-0.7,-4,-0.1,-13,12
CCCN(C)C[C@@H]1Oc2ncc(-c3ccccc3F)cc2C(=O)N([C@H](C)CO)C[C@H]1C,8,.,-4,-0.2,7,0.0,-4,2
CCOc1cc(C)ccc1OCc1nnc(SCC(=O)c2cccc([N+](=O)[O-])c2)n1C,5,.,7,.,-5,.,-10,2
COc1ccc(S(=O)(=O)N(C)C[C@@H]2Oc3ccc(N(C)C)cc3CC(=O)N([C@@H](C)CO)C[C@@H]2C)cc1,-3,1,6,-0.1,19,0.2,13,-11
CCOC(=O)C1=C(C)n2c(s/c(=C/c3cccc([N+](=O)[O-])c3)c2=O)=NC1c1ccc(O)c(OC)c1 (configuration not stated),11,.,2,.,-3,.,-8,21
COc1ccc(S(=O)(=O)N2CCC(C(=O)NCCCn3ccnc3)CC2)cc1C,-5,4,.,.,0,0.1,14,5
COC(=O)Cc1cccc2c(=O)c3ccccc3oc12,1,3,-3,-0.4,3,0.1,1,6
CCCCc1ccc(NC(=O)CSc2nnc(CNC(=O)c3ccco3)o2)cc1,-3,5,0,.,6,0.1,-4,-2
COc1ccc(S(=O)(=O)N(C)CC(=O)N2CCCCC2)cc1Cl,-8,.,-4,.,1,.,8,.
O=C(O)c1sccc1OCc1ccccc1,.,-3,.,-0.2,2,0.0,-11,-5
Cc1ccc(-n2nnnc2SC(C)C(=O)Nc2ccccc2-c2ccccc2)cc1 (configuration not stated),.,-13,1,.,1,0.6,-9,7
COc1ccc(C(=O)C(C)OC(=O)c2sc(C)nc2C)cc1 (configuration not stated),-5,9,-1,0.1,3,0.2,-7,-1
COc1cccc(-n2nc(C#N)c(Cl)cc2=O)c1,.,12,.,-1.2,7,0.0,-21,58*
COCCN1Cc2cc(C(=O)OC)c3c(c2C1=O)c1ccccc1n3S(=O)(=O)c1ccc(C)cc1,.,7,.,-0.1,0,0.0,-34,9
CCN1[C@@H]2c3ccc(C4=CCCCC4)c(=O)n3C[C@@H]2[C@@H](CO)[C@@H]1C(=O)NCc1ccccn1,-6,.,-3,-0.2,18,0.1,-11,10
CCCSc1nsc(NC(=O)CC)n1,.,5,17,2.3,34,0.0,-4,-87
# (listing goes on)
SMILES,RAD54 branch,FN deposit inh,esBAF inh,E-selectin induc,S100A4 inh HTS,Xi reactivation,RAD52 anneal inh,EWS-Fli block
N#CCN1CCN(CC(=O)c2ccc(Br)cc2)CC1,.,0,.,.,1,0.0,-2,6
CN1CCN(c2nnc(-c3ccc(F)cc3)c3ccccc23)CC1,-3,8,-1,0.1,-4,0.1,2,-6
C[C@@H]1CN([C@@H](C)CO)C(=O)c2cc(NC(=O)c3ccncc3)ccc2O[C@H]1CN(C)C(=O)Nc1ccc(C(F)(F)F)cc1,-17,4,-10,0.0,8,-1.2,-6,0
O=C(NCCC1=CCCCC1)c1ccc2c(=O)n3c(nc2c1)CCCCC3,-8,10,43*,0.0,-4,0.0,-8,-25
Cc1noc(C)c1NC(=O)N[C@@H]1CC[C@@H](CC(=O)N2CCN(C)CC2)O[C@@H]1CO,3,2,-1,-0.3,1,0.1,7,.
Cc1ccc(S(=O)(=O)N(C)C[C@H]2OCCCC[C@@H](C)Oc3ccc(NC(=O)Nc4ccc(F)cc4)cc3C(=O)N([C@@H](C)CO)C[C@H]2C)cc1,-2,1,0,-0.1,4,0.1,-25,-4
CS(=O)(=O)c1ccc2nc(NC(=O)c3ccco3)sc2c1,4,2,-6,0.0,-3,0.8,-14,-33
Cc1ccc(/C=C/C(=O)O)cc1S(=O)(=O)N1CCc2ccccc2C1,.,-7,-7,.,4,0.0,-5,13
CCNC(=O)C/C(C)=N/NC(=O)C(=O)Nc1ccc(CC)cc1,.,12,.,0.0,2,0.0,-4,-10
CC(C)(O)[C@H](O)COc1c2occc2cc2ccc(=O)oc12,8,-9,-5,0.3,14,0.1,-25,-4
COC(=O)[C@]1(C)N[C@H](CN(C)C(=O)c2ccc(C)cc2)[C@@H]2C(=O)N(Cc3ccccc3)C(=O)[C@@H]21,-1,-3,1,4.1,1,0.1,7,4
CN1CCN(c2nc(-c3cccnc3)nc3ccccc23)CC1,57*,.,1,.,-1,.,-4,-1
CC(O)[C@H]1CNC(=O)C(=O)N1CC1(c2ccccc2)CC1 (some centres not stated),-3,9,1,-0.1,8,0.1,-6,-15
CCOc1ccc(Br)cc1S(=O)(=O)Nc1cccc(S(=O)(=O)Nc2ccccc2C(=O)O)c1,9,3,-5,-0.4,-5,0.0,-21,0
